Bioassay records as filed in PubChem BioAssay.
PHOSPHO1 inh – inhibitors of human PHOSPHO1 phosphatase | Q8TCT1 | recombinant PHOSPHO1, absorbance phosphatase assay | inhibition, % at 13.3 µM | 290,000 tested, 1.1% active | AID 1565; in the data active = inhibition above about 60%
Target sequence (Q8TCT1 whole entry, looked up): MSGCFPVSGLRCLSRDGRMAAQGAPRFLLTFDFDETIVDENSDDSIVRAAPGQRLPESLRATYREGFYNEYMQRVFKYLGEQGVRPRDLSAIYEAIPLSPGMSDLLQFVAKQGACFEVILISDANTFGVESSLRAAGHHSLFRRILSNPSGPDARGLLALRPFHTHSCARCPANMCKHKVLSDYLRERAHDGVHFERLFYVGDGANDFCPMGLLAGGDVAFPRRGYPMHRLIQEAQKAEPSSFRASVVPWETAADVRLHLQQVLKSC
IDE inh – inhibitors of human insulin-degrading enzyme in cells; P14735; HEK cells, FAbetaB cleavage, fluorescence polarization; inhibition, % at 5.59 µM; 320,000 tested, 0.41% active; AID 434962;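 active = percent inhibition above the average of all tested compounds plus 3 SD, set per screening campaign, cut at about 16% in these data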;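 note: IDE supplied by intact live HEK cells; FP after avidin binding of uncleaved biotin substrate so inhibition keeps polarization high; 0% = DMSO wells and 100% = 60 µM reference IDE inhibitor Ii1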
MEKK3 PB1 HTS – MEKK3-MEK5 PB1 interaction, increase or decrease; binding response (% of control), % at 10 µM; bead-based flow cytometry, Alexa488-MEK5 binding to MEKK3; actives lie on both sides; 0 = blocked by unlabeled MEK5, 100 = vehicle; AID 1529; Q99759; 290,000 tested, 1.4% active;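 active = binding response more than 3 SD above or below the average of its plate-row segment, actives on both sides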;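 note: Alexa488 bead fluorescence after subtracting the streptavidin-only scavenger bead signal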
IDE act – boosts human insulin-degrading enzyme activity in HEK cells; P14735; FAbeta-B cleavage, fluorescence polarization; 0% vehicle, 100% cell-free pure enzyme wells; activation, % at 5.96 µM; 340,000 tested, 0.073% active; AID 493087;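 active = activation above the mean of all tested compounds plus 3 SD, set per screening campaign, cut at about 17% in these data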
CRFR2-BP antag – CRF-BP/CRF-R2 complex antagonism; 350,000 tested, 0.59% active; AID 588475; inhibition, % at 11.8 µM; HEK293 CRF-R2/CRF-BP, CRF-induced calcium fluorescence;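 active = inhibition of the ligand-induced calcium signal above about 50% at the single tested concentration, limit read from the data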
CHRM4 PAM – positive allosteric modulators of human muscarinic M4 receptor. P08173. CHO-K1 hM4/Gqi5, Fluo-8 calcium fluorescence, ACh EC20; 0% = ACh EC20, 100% = maximal ACh. activation, % at 3 µM. 360,000 tested, 0.4% active;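 active = activation above its plate's cutoff, the mean activation of sample wells plus 3 SD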; note: some results filed as inactive read as strong as hits
Target sequence (P08173 whole entry, looked up): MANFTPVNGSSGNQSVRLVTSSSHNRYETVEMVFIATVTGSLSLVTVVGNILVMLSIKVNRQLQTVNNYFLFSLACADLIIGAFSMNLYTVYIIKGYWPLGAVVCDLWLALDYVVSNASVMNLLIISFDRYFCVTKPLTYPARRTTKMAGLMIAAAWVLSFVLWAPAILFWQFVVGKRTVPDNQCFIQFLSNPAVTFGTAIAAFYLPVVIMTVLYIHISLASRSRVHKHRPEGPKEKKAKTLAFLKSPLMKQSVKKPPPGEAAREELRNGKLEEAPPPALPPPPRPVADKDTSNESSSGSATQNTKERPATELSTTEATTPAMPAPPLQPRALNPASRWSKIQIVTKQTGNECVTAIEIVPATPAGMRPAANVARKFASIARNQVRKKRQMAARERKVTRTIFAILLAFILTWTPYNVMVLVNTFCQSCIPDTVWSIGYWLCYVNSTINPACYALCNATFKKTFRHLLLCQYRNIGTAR
CRFR2-BP ag – CRF-BP/CRF-R2 complex agonism. HEK293 CRF-R2/CRF-BP, calcium dye fluorescence (FLIPR); percent of saturating CRF peptide response. activation, % at 13.2 µM. 350,000 tested, 0.46% active;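 active = activation of at least 50%, plus an integration ratio under a set limit after plate pattern correction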;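 note: plate controls were neutral control wells without compound for no effect and CRF at EC100 for full effect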
GalR3 antagonist – human GalR3 antagonism; O60755; HEK293 GalR3-CNG cAMP membrane potential fluorescence; galR3 body fused to GalR1 C-terminus; inhibition, % at 3 µM; 360,000 tested, 0.44% active;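 active = inhibition above the screen-wide average plus 3 SD, cut at about 13% in these data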;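 note: forskolin and galanin both at EC90 stimulate the cells; cAMP rise reported by CNG channel membrane potential dye signal; 0% = forskolin plus galanin with DMSO and 100% = forskolin alone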
Target sequence (O60755 1-299 limits assumed): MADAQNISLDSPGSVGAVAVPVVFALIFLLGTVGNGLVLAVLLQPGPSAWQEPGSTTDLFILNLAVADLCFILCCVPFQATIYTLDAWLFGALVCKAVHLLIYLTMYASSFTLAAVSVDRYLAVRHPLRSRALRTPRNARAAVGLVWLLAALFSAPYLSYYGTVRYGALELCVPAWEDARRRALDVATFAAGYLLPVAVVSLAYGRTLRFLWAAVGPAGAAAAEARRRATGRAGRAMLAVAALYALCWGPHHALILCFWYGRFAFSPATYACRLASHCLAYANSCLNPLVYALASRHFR
pCIP destab – p/CIP protein destabilization | F442A p/CIP-EGFP cells, EGFP fluorescence, 16 h | decrease of EGFP signal, % at 10 µM | 290,000 tested, 0.01% active | AID 1984;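 active = EGFP signal decrease of at least 30% at 10 µM or well 3 SD below plate mean, unless failing retest; inactive = the rest, including hits failing retest or dose response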; note: some compounds called inactive have numbers as strong as hits; many of its hits are not listed in these tables
* = called active by the depositor; . = no result given; [ ] = remark or other dose. Compounds as they come (roughly 4.2% active in at least one column).

SMILES	PHOSPHO1 inh	IDE inh	MEKK3 PB1 HTS	IDE act	CRFR2-BP antag	CHRM4 PAM	CRFR2-BP ag	GalR3 antagonist	pCIP destab
COc1ccc(N2CCN(c3nc4ccc(C)cn4c(=O)c3C=O)CC2)cc1	13.1	-3.3	101.0	2.8	17.9	1.2	0.0	-1.9	-1.7
CCCC(C)NC(=O)c1c2c(nc3ccccc13)CCC2 (configuration not stated)	30.3	8.0	107.0	0.9	22.5	7.1	-2.2	-2.5	7.3
CCNc1oc(COc2cccc(C)c2)nc1C#N	9.5	2.5	104.0	-3.0	-12.7	-1.0	12.3	-0.6	-3.7
Cc1ccc(S(=O)(=O)N2CCCCCC2)cc1C(=O)Nc1cccnc1	32.7	6.4	95.0	1.9	4.8	-2.4	-0.5	1.6	2.1
CC(=O)Oc1ccc(OC(C)=O)c(S(=O)(=O)c2ccc(C)c(C)c2)c1	52.2	1.2	109.0	-1.6	4.2	-0.7	-1.0	-9.3	-6.3
COc1ccccc1NC(=O)COC(=O)/C=C/c1cccs1	.	0.1	.	0.7	8.9	-3.2	-0.5	-3.6	.
CCOc1cc(C(=O)Nc2cccnc2)cc(OCC)c1OCC	30.2	1.4	108.0	0.6	-6.5	-1.4	-2.3	-0.4	-2.6
CN1CCN(S(=O)(=O)c2cccc(C(=O)N3CCc4ccccc43)c2)CC1	36.0	-1.4	93.0	2.4	-9.1	-0.1	3.0	-1.7	1.1
COc1ccc(S(=O)(=O)NNC(=O)C23CC4CC(CC(C4)C2)C3)cc1[N+](=O)[O-]	.	0.8	.	1.4	-0.7	2.5	0.6	0.9	.
COC(=O)c1nc(-c2ccc(C)cc2)oc1N(C)C	1.4	-2.9	93.0	-3.1	47.8	6.3	1.6	1.2	-11.7
Cc1cccc(-n2c(Cc3cc(=O)[nH]c(=O)[nH]3)nnc2SCC(=O)NCc2ccco2)c1	.	-2.8	.	-2.0	6.3	-1.0	-0.6	-0.5	.
CN(Cc1ccccc1)C(=O)C1CCN(S(=O)(=O)c2cc([N+](=O)[O-])ccc2Cl)CC1	-4.5	1.0	101.0	3.8	-10.1	-10.6	0.6	-4.8	-4.3
Cc1nc(C(=O)N(C)C)nn1-c1cc(Cl)ccc1Cl	-7.7	5.6	62.0	4.7	3.0	5.4	0.0	-4.4	-11.1
COc1ccccc1OCCn1cc(C=O)c2ccccc21	34.0	.	106.0	-2.6	-1.5	-3.1	-1.1	-6.5	-3.9
Cc1ccc(NC(=O)CCn2c(=O)[nH]c3ccsc3c2=O)cc1C	-5.9	6.9	103.0	2.5	4.2	-0.1	-0.1	-10.3	-4.9
CNC(=O)Nc1ccc(C2SCCS2)cc1	-6.3	-5.0	100.0	4.6	-14.3	-5.7	1.4	-4.3	-3.8
CCCn1nc(C(=O)NNC(=O)CCCOc2ccc(C)cc2)c2ccccc2c1=O	38.1	0.2	100.0	-4.4	5.8	4.5	1.4	85.5*	9.1
COc1cc(SC)ccc1C(=O)Nc1ccc2c(c1)CCC2	-3.5	7.2	104.0	2.6	10.5	3.1	2.4	-8.4	3.9
NS(=O)(=O)c1ccc(Nc2nc(-c3cccc([N+](=O)[O-])c3)cs2)cc1	21.4	-2.1	103.0	-3.5	7.7	-15.9	0.0	-10.6	5.5
Cc1cc(OC(C)C(=O)Nc2ccccc2C(=O)N2CCCC2)ccc1Cl (configuration not stated)	12.6	0.2	103.0	3.5	6.2	-2.5	-3.4	-4.8	-9.7
CC(Sc1nnc(-c2ccco2)n1N)C(=O)NCC1CCCO1 (configuration not stated)	.	1.5	.	5.3	-4.0	10.2	0.1	-5.1	.
Cc1ccc(NC(=O)CN2C(=O)c3ccccc3C2=O)nc1	54.2	1.8	.	.	-7.8	13.3	0.3	-2.5	-11.4
O=C(c1cccc(F)c1)N1CCN(S(=O)(=O)c2ccccc2)CC1	-11.4	1.9	103.0	2.0	-14.0	11.0	0.4	0.2	-3.2
COCCCn1c(SCc2nc3ccccc3c(=O)[nH]2)nc2ccccc2c1=O	9.1	2.1	111.0	0.0	-28.8	4.2	-0.3	-0.1	-6.9
CCOC(=O)c1cc2c(=O)n3cccc(C)c3nc2n(CCOC)c1=NC(C)=O	11.6	3.4	93.0	.	-6.4	-0.2	-4.5	-5.6	-3.4

Quoted at random: 4 records from the list, in no set order.
SMILES	PHOSPHO1 inh	IDE inh	MEKK3 PB1 HTS	IDE act	CRFR2-BP antag	CHRM4 PAM	CRFR2-BP ag	GalR3 antagonist	pCIP destab
CCCn1nc(C(=O)NNC(=O)CCCOc2ccc(C)cc2)c2ccccc2c1=O	38.1	0.2	100.0	-4.4	5.8	4.5	1.4	85.5*	9.1
Cc1ccc(S(=O)(=O)N2CCCCCC2)cc1C(=O)Nc1cccnc1	32.7	6.4	95.0	1.9	4.8	-2.4	-0.5	1.6	2.1
CCNc1oc(COc2cccc(C)c2)nc1C#N	9.5	2.5	104.0	-3.0	-12.7	-1.0	12.3	-0.6	-3.7
COCCCn1c(SCc2nc3ccccc3c(=O)[nH]2)nc2ccccc2c1=O	9.1	2.1	111.0	0.0	-28.8	4.2	-0.3	-0.1	-6.9

New compounds follow.
SMILES	PHOSPHO1 inh	IDE inh	MEKK3 PB1 HTS	IDE act	CRFR2-BP antag	CHRM4 PAM	CRFR2-BP ag	GalR3 antagonist	pCIP destab
O=C(CSc1nc2ccccc2c(=O)n1-c1ccc(F)cc1F)Nc1ccc(N2CCOCC2)cc1	10.8	4.0	91.0	1.3	7.6	3.2	-0.8	-1.6	-1.8
CCOc1ccc(N2C(=O)CC(N(CCc3ccc(OC)c(OC)c3)C(=S)Nc3ccccc3)C2=O)cc1 (configuration not stated)	-8.8	3.1	97.0	1.4	-32.7	9.4	-0.4	-6.1	-8.2
CCOc1cccc(C(=O)Nc2ccc3oc(-c4cccnc4)nc3c2)c1	11.9	8.4	97.0	-11.6	-18.8	-12.4	3.6	0.9	-9.1
O=C(c1noc2c1CCCC2)N1CCC(CO)(Cc2ccccc2Cl)CC1	47.1	3.8	98.0	-2.9	-21.5	2.2	-2.9	-1.6	-11.3
CCCCC(c1nnnn1CS(=O)(=O)c1ccc(C)cc1)N1CCN(C)CC1 (configuration not stated)	-5.7	1.3	102.0	3.7	-2.0	0.5	0.6	-0.6	-17.0
N#CCC(=O)N/N=C/c1cc([N+](=O)[O-])ccc1N1CCOCC1	23.8	0.8	107.0	9.9	-11.4	-1.4	0.8	-3.0	7.7
CN(Cc1ccccc1)C(=O)c1ccc(NC(=O)C2CCCN(C(=O)OC(C)(C)C)C2)cc1 (configuration not stated)	.	-2.3	.	3.2	-7.0	-14.2	0.4	1.6	.
COc1ccccc1-c1nc(=S)c(C(C)=O)c(C)[nH]1	28.9	2.5	95.0	.	4.9	2.6	-0.3	-2.4	-8.2
COc1ccc(NC(=O)COc2ccc(C(=O)NC3CCCc4ccccc43)cc2OC)cc1 (configuration not stated)	14.7	1.9	117.0	5.2	10.4	6.0	-1.8	-5.5	4.9
Cc1ccc(NC2OC(CO)C(O)C2O)cc1[N+](=O)[O-] (configuration not stated)	3.1	2.0	95.0	-2.7	-11.1	4.9	0.7	-9.9	6.0
CC(=O)Nc1cc2c3c(c1)CC(=O)N3CCC2	-1.2	-1.4	103.0	7.8	-7.7	2.4	0.7	-7.1	-2.9
COC(=O)c1ccc(C(NC(=O)c2cccnc2)NC(=O)c2cccnc2)cc1	35.9	-2.2	112.0	5.7	7.2	11.9	0.3	-0.3	10.3
O=C(NCC1CCCO1)c1ccc2c(=O)n(Cc3cccc(Br)c3)c(=S)[nH]c2c1 (configuration not stated)	0.6	0.2	96.0	-4.0	12.7	5.7	0.4	-0.7	0.1
CCOc1ccc(N2C(=O)CC(NC3CCCCNC3=O)C2=O)cc1 (configuration not stated)	10.2	9.5	107.0	0.3	-5.5	0.8	-1.0	0.4	-5.7
CCOCCCNC(=O)c1cn(C)c2ccc(S(=O)(=O)N3CCCCC3)cc2c1=O	43.5	1.4	100.0	6.2	-9.0	6.1	-0.8	-6.9	5.0
CCc1nc2ccc(C(=O)NCc3ccco3)cc2nc1CC	-2.7	0.6	101.0	2.6	13.8	-3.3	-1.7	-1.6	-9.7
COc1ccc(C(C)(C)C)cc1S(=O)(=O)n1ccnc1C	20.0	-5.3	101.0	5.6	33.2	2.6	-1.9	-6.1	2.7
Cc1nnc(NC(=O)c2c(F)cccc2F)s1	10.1	0.8	101.0	-1.3	15.6	2.9	3.0	.	-6.2
CCOc1ccccc1N(C)S(=O)(=O)c1ccc2c(c1)CC(C)N2C(=O)C1CC1 (configuration not stated)	24.0	10.5	101.0	-0.3	16.7	-6.7	0.8	-6.4	-19.1
Cc1ccc(S(=O)(=O)N2CCN(C(=O)c3c(-c4ccccc4)noc3C)CC2)cc1C	39.2	4.0	99.0	0.5	-9.0	-5.0	0.2	-10.7	-2.7
C=C(C)[C@H]1CC=C(C)/C(=N/NC(=O)CNc2ccccc2OC)C1	-25.8	-5.7	81.0	-5.7	-3.7	2.8	0.4	-6.8	-12.2
O=P(CO)(Cc1ccccc1)Cc1ccccc1	9.2	-0.1	100.0	-2.3	-1.3	-0.5	1.4	-1.1	-6.3
COc1ccc(C(=O)Cn2cnc3ccccc3c2=O)c(OC)c1	14.7	.	99.0	-2.2	-38.0	-3.9	54.1*	3.2	1.6
Cc1nnc(-c2ccccc2)nc1N1CCOCC1	43.3	4.3	105.0	6.0	8.4	-1.9	0.1	3.0	-73.9
COc1ccc(C)cc1NCc1ccc([N+](=O)[O-])cc1	23.5	-4.1	109.0	7.3	27.8	-7.6	-4.7	-9.2	-2.6
Remaining list, next part:
SMILES	PHOSPHO1 inh	IDE inh	MEKK3 PB1 HTS	IDE act	CRFR2-BP antag	CHRM4 PAM	CRFR2-BP ag	GalR3 antagonist	pCIP destab
CCN(CC)CCCNC(=O)c1cn(CCOC)c(=O)c2c1c1ccccc1n2C	15.5	-3.6	34.0*[inhibitor]	4.2	10.0	-3.7	-2.2	-3.0	-3.8
CC(=O)c1cccc(NC(=O)COC(=O)CCNS(=O)(=O)c2ccccc2)c1	.	6.8	.	-4.2	8.4	-3.5	1.5	-3.1	.
CNC(=S)NCCc1cc2c(OC)ccc(OC)c2[nH]c1=O	-15.4	0.7	123.0	2.3	6.5	-4.3	-0.1	-3.6	-7.8
CCCCSc1nc(N)nc2c1ncn2C1OC(CO)C(O)C1O (configuration not stated)	.	.	.	.	3.1	1.5	-0.3	1.3	.
COCCN(C(=O)CNC(=O)c1cccs1)C(C(=O)NC1CCCCC1)c1ccco1 (configuration not stated)	4.7	-0.9	98.0	3.1	-10.0	2.5	-0.2	-2.6	0.7
CCOC(=O)[C@H]1[C@H]2COc3cc(OC)ccc3[C@@H]2N2C(=O)c3c(C)cc(C)cc3NC(=O)[C@@]12C	.	1.5	.	6.5	-4.3	16.6	-1.3	-4.3	.
Cc1ccc(Nc2cc(C)nn2-c2nc(C)cc(C)n2)cc1	-4.1	2.4	102.0	2.9	13.8	-0.1	-0.6	-7.5	-4.4
O=C(CCS(=O)(=O)c1cccc2nonc12)N1CCN(c2ccc(F)cc2)CC1	-3.4	1.8	104.0	5.7	8.4	-4.2	4.1	-4.5	4.6
CCCCCN(C(=O)CCC(=O)OCC(=O)c1ccc(F)c(F)c1)c1c(N)n(CCCC)c(=O)[nH]c1=O	.	-4.1	.	2.0	14.4	-1.1	-0.9	-0.8	.
O=C1c2ccccc2C(=O)N1CCCOCc1c[nH]c(=O)[nH]c1=O	1.8	1.6	102.0	-0.8	15.9	12.6	1.6	-3.5	7.3
